NIH3T3 tox: NIH 3T3 cell cytotoxicity; NIH 3T3 viability, CellTiter-Glo ATP luminescence, 48-72 h; Potency, µM (series often up to 96.7 µM), for the others: at the highest dose activity change, negative = cytotoxicity, actives largely listed as inhibitors; 4.3% of 94,000 active; note: potency is the fitted concentration of half-maximal effect; nearly all actives have a fitted effect of over 55% in size
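Cells were seeded at 400 per well, treated with pin-transferred compound, and kept 48 or 72 hr at 37 °C before CellTiter-Glo addition and luminescence imaging of cellular ATP.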
FLuc inh: Photinus pyralis luciferase inhibition; P08659; Potency, µM (top dose mostly 115 µM), for the others: at the highest dose activity change, negative = inhibition, usual class: inhibitors; AID 1347043; 2.5% of 76,000 active; purified P. pyralis luciferase, luminescence, biochemical; note: potency is the fitted concentration of half-maximal effect; nearly all actives have a fitted effect of over 65% in size
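Inhibitors were tested against purified firefly luciferase in a biochemical, low-substrate format (both substrates at 10uM) and luminescence measured with a CCD imager.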
HEK293 viab: counter-screen for SNCA expression inhibitors: cell viability | HEK-293-SNCA-luc viability, GF-AFC fluorescence, 24 h | Potency, µM (series often up to 57.1 µM), without a hit: at the top dose activity change, negative = cytotoxicity, usual class: cytotoxic | 0.12% of 150,000 active | AID 1671193;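 note: potency is the fitted concentration of half-maximal effect; 0% = DMSO-treated cells and -100% = medium-only wells without cells; nearly all actives have a fitted effect of over 30% in size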
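Cytotoxicity counterscreen: after 24 h compound treatment of genome-edited SNCA-luciferase HEK-293 cells, live-cell protease substrate GF-AFC read by fluorescence after 30 min; activity scaled between DMSO (0%) and medium-only (-100%), curves Hill-fitted.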
IP6K1 inhibitor: IP6K1 kinase inhibition; Q92551; IP6K1 kinase, ADP-Glo luminescence, 2 h; hits give low values; activity change, % (series mostly up to about 58 µM); 0.81% of 140,000 active; in the data active = activity change below about -25%
Target sequence (Q92551 whole entry, looked up): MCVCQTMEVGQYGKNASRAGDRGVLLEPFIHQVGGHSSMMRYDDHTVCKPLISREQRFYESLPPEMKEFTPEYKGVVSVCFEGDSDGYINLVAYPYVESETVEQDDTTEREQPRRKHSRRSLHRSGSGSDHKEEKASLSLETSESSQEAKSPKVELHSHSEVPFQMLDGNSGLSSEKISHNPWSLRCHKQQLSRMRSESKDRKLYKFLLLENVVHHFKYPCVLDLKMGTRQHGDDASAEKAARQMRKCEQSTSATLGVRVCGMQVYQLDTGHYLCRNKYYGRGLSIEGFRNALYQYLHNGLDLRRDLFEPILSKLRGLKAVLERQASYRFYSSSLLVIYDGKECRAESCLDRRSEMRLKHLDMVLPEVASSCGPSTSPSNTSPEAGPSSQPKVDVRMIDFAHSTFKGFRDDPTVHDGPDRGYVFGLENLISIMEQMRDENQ
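ADP-Glo luminescence measures ADP made by human IP6K1 during a 2 h RT reaction with ATP/IP6 (mix at 1.3 mM/130 uM); top library doses 57.5 and 19.1 uM final.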
SNCA expr inh: inhibitors of alpha-synuclein (SNCA) gene expression | HEK-293 SNCA-luciferase knock-in, luminescence, 24 h | Potency, µM (top dose mostly 57.2 µM), for the others: at the top dose activity change, negative = inhibition, most hits filed as inhibitors | 0.17% of 140,000 active | AID 1671194;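 note: potency is the fitted concentration of half-maximal effect; plate controls were DMSO cells for no effect and cell-free wells for full effect; nearly all actives have a fitted effect of over 45% in size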
HEK cytotox: HEK 293 cell cytotoxicity | AID 1345083 | 6.6% of 94,000 active | Potency, µM (top dose mostly 115 µM), inactives show top-dose activity change, negative = cytotoxicity, actives largely listed as inhibitors | HEK 293 viability, ATP luminescence (CellTiter-Glo), 48-72 h; note: potency is the fitted concentration of half-maximal effect; nearly all actives have a fitted effect of over 60% in size
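250 HEK 293 cells/well; compound by pintool; incubated 48 or 72 hr at 37 degree Celsius; CellTiter-Glo added, 10 min RT, luminescence imaged.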
GPT2 inhibitor: GPT2 alanine aminotransferase inhibition. Recombinant GPT2, coupled pyruvate oxidase/HRP Amplex Red fluorescence. Potency, µM (top dose mostly 57.7 µM), without a hit: top-dose activity change, negative = inhibition, actives largely listed as inhibitors. AID 1671188. 0.25% of 100,000 active. Q8TD30; note: potency is the fitted concentration of half-maximal effect; nearly all actives have a fitted effect of over 60% in size; many of its hits are not listed in these tables
Target sequence (Q8TD30 whole entry, looked up): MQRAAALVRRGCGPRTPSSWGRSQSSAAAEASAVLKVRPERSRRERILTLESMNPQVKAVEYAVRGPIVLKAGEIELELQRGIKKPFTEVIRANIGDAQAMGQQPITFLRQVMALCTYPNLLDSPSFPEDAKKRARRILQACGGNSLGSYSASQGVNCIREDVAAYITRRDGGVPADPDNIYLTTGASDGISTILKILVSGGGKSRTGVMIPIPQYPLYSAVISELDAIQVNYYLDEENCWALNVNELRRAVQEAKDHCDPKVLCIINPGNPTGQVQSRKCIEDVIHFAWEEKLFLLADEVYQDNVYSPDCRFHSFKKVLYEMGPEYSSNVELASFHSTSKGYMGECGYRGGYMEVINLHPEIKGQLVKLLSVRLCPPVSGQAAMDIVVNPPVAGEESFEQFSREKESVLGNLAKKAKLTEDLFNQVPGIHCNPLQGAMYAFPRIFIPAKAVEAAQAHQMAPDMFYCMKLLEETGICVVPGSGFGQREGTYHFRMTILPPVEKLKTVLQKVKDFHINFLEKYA
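Fluorescence read-out: pyruvate from GPT2 turnover coupled to pyruvate oxidase, HRP and Amplex Red (0.2mM ThPP, 0.2U/mL PO and HRP, 50uM Amplex final). Substrates 250uM a-KG, 2mM L-alanine; enzyme 10ng/uL; 30 min RT.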
* = called active by the depositor; i = inactive; ? = inconclusive; · = not tested or not shown; & = joins results of further samples; ! = a repeat was not active; [ ] = dose if it differs, or a comment. Unless noted, calls come from the whole dose curve; as a rule, active = well fitted curve in the direction sought with a large enough effect; inconclusive = small, poorly fitted or top-dose-only effect, or another doubt; inactive = no such curve, though single readings can be large; an effect the other way counts as inactive or inconclusive. Unless noted, % is set by controls: 0 for no effect and ±100 for the full control effect. The list is partial; count on the stated rates, not on these rows.

SMILES | NIH3T3 tox | FLuc inh | HEK293 viab | IP6K1 inhibitor | SNCA expr inh | HEK cytotox | GPT2 inhibitor
COC(=O)c1cc(S(=O)(=O)NCC2CCN(Cc3ccc(C)cc3)CC2)cn1C | · | · | -7% | 24 | ? | · | ·
O=c1[nH]c(C2CCCN(Cc3ccc(-c4cc(F)cc(F)c4)cc3)C2)nc2ccc(F)cc12 (stereo not given) | ? | -1% | 2%&5% | 6&-13 | ? | 45µM*! | -9%
CCNc1ncnc2c1CN(C1CCCNC1)C(=O)CN2C (stereo not given) | i | · | 10% | -19 | 4% | -4% | -3%
CCOC(=O)c1c(C)oc2nc(C)nc(NCc3ccc(Cl)cc3)c12 | · | · | -2% | -4 | 8% | · | ·
COc1cccc(C(=O)NCC(c2ccc(N(C)C)cc2)N2CCCC2)c1OC (stereo not given) | · | · | -1% | -7 | 63%[activator] | · | ·
O=C1c2ccccc2CN1C1CCN(Cc2cccc3ccccc23)CC1 | -19% | · | 2% | -16 | -14% | ? | -27%
COC(=O)C1=C(C)N=C2SC=C(CC(=O)N3CCCC3)N2C1c1ccc(C)cc1C (stereo not given) | 25µM* | -16% | 22% | 8 | 6% | ? | ?
CNC(=O)c1cc(-c2ccc(Cl)nc2)nc2c1cnn2C | ? | · | -2%[87.6 µM] | -9 | -4%[87.6 µM] | ? | 4%[88.5 µM]
CC(C)C(=O)N1CCN(c2nc3c(s2)CC(C(=O)NCc2ccco2)CC3)CC1 (stereo not given) | -13% | -15% | 4% | 14 | 88%[activator] | ? | -9%
CCOC(=O)c1[nH]c(C)c(CCC(=O)Nc2c(C)cc(C)cc2C)c1C | · | · | 11% | 7 | -16% | · | ·
O=C(NCc1ccccc1)c1ccc2nnc(C3CC3)n2c1 | -24%[138 µM] | · | 7%[87.6 µM] | 4 | -15%[87.6 µM] | -12%[172 µM] | -5%[88.5 µM]
Cc1noc2c(NC3CCCCC3)cc(-c3ccsc3)nc12 | ? | 0%[172 µM] | 5%[87.6 µM] | -10 | -3%[87.6 µM] | 89µM* | 2%[88.5 µM]
CC[C@H]1CN(C(=O)c2ccc(F)cc2)CC[C@H]1CC(=O)N1CCC(C(=O)OC)CC1 | ? | 2%[172 µM] | -2%[87.6 µM] | 4 | 4%[87.6 µM] | -20%[172 µM] | -7%[88.5 µM]
CCNC(=O)[C@@H]1C[C@H](NC(=O)Cc2cccc(F)c2F)CN1C1CCCC1 | 3% | 0% | -13% | 0 | -1% | -19% | -3%
COc1ccc(CCNc2ncnc3c2c(-c2ccccc2)cn3-c2cccc(Cl)c2)cc1OC | · | · | ? | -16 | 6% | · | ·

Profiles from above. Screens in order: NIH3T3 tox, FLuc inh, HEK293 viab, IP6K1 inhibitor, SNCA expr inh, HEK cytotox, GPT2 inhibitor
CCOC(=O)c1[nH]c(C)c(CCC(=O)Nc2c(C)cc(C)cc2C)c1C across the screens: ·, ·, 11%, 7, -16%, ·, ·
COc1cccc(C(=O)NCC(c2ccc(N(C)C)cc2)N2CCCC2)c1OC (stereo not given) across the screens: ·, ·, -1%, -7, 63%[activator], ·, ·

In the list so far, these contain an aryl methoxy group:
SMILES | NIH3T3 tox | FLuc inh | HEK293 viab | IP6K1 inhibitor | SNCA expr inh | HEK cytotox | GPT2 inhibitor
COc1cccc(C(=O)NCC(c2ccc(N(C)C)cc2)N2CCCC2)c1OC (stereo not given) | · | · | -1% | -7 | 63%[activator] | · | ·
COc1ccc(CCNc2ncnc3c2c(-c2ccccc2)cn3-c2cccc(Cl)c2)cc1OC | · | · | ? | -16 | 6% | · | ·

The listing picks up with the three entries that preceded the break.
SMILES | NIH3T3 tox | FLuc inh | HEK293 viab | IP6K1 inhibitor | SNCA expr inh | HEK cytotox | GPT2 inhibitor
CC[C@H]1CN(C(=O)c2ccc(F)cc2)CC[C@H]1CC(=O)N1CCC(C(=O)OC)CC1 | ? | 2%[172 µM] | -2%[87.6 µM] | 4 | 4%[87.6 µM] | -20%[172 µM] | -7%[88.5 µM]
CCNC(=O)[C@@H]1C[C@H](NC(=O)Cc2cccc(F)c2F)CN1C1CCCC1 | 3% | 0% | -13% | 0 | -1% | -19% | -3%
COc1ccc(CCNc2ncnc3c2c(-c2ccccc2)cn3-c2cccc(Cl)c2)cc1OC | · | · | ? | -16 | 6% | · | ·
C[S+](=O)([O-])CCn1ncc2cc(OCC3CCN(Cc4ccccc4)CC3)ccc21 | ? | 0%[172 µM] | 2%[87.6 µM] | -6 | ? | ? | 1%[88.5 µM]
Cn1ncc2c(C(=O)NC3CCCC3)cc(-c3cccc(C(F)(F)F)c3)nc21 | ? | · | · | 10 | · | ? | ·
c1cnc(-c2nc(C3CCNC3)no2)cn1 (stereo not given) | i | 3% | -3% | 3 | -5% | 15% | 1%
FC(F)(F)c1ccc2c(c1)nc1n2[C@@H](CNCc2c[nH]c3ccccc23)COC1 | ? | -3%[172 µM] | -12%[87.6 µM] | 2 | -4%[87.6 µM] | 89µM* | -17%[88.5 µM]
Cc1cc(Br)ccc1NC(=O)CCS(=O)(=O)c1cccc2nsnc12 | · | · | 20% | 7 | -6% | · | ·
O=C(NCCc1ccc(Cl)cc1)c1ccc2c(c1)N(Cc1ccccc1)C(=O)CS2 | · | · | ? | 4 | -15% | · | ·
O=C(NCc1ccco1)C1CCc2nc(N3CCN(C(=O)C4CCC4)CC3)sc2C1 (stereo not given) | ? | -3% | 7% | 18 | 29% | ? | -10%
CCc1nc(-c2ccc(OC3CCN(C(=O)Cc4c[nH]c5ccccc45)C3)cc2)no1 (stereo not given) | ? | -3% | -6% | 4 | 8% | ? | -13%
O=C(Cc1ccccc1)Nc1c(C(=O)N2CCN(c3ccc(F)cc3)CC2)oc2ccccc12 | · | · | -9% | 11 | ? | · | ·
CN(C)c1ccc(C(=O)NCc2ccc3c(c2)CCN3C(=O)c2ccc(Cl)cc2)cc1 | · | · | ? | -18 | 19% | · | ·
CC(=O)N1CCC2(CC1)OC(=O)C(C)=C2C(=O)Nc1cc(C)ccc1C | · | · | -2% | -9 | -22% | · | ·
O=C(Cn1nc2n(c1=O)CCCC2)NCc1ccccc1Br | -15% | -17% | 4% | -3 | 15% | 0% | 2%
O=C(Cc1ccccc1)NCCc1csc2nc(-c3ccc(Cl)cc3)nn12 | · | · | -15% | 0 | 2% | · | ·
COc1ccccc1-c1nc(N2CCOCC2)cc2c1CN(c1ccccc1)C2=O | -31%[138 µM] | ? | -4%[87.6 µM] | 5 | 2%[87.6 µM] | ? | i
O=C(CC1=C2CCCCC2N(Cc2ccc(F)cc2)C1=O)NC1CC1 (stereo not given) | -8% | 10% | -3% | 27 | -13% | -12% | i

Following part
Molecule | NIH3T3 tox | FLuc inh | HEK293 viab | IP6K1 inhibitor | SNCA expr inh | HEK cytotox | GPT2 inhibitor
COC(=O)c1ccccc1NC(=O)Cn1c(=O)n(CCC(=O)NCc2ccc3c(c2)OCO3)c(=O)c2ccccc21 | · | · | 6% | 10 | 11% | · | ·
COc1ccc(C)cc1NC(=O)c1cnc(-c2ccc(F)cc2)nc1-c1ccncc1 | -37% | 17% | ? | -7 | -18% | -34% | i
COc1cc(C)c(C(=O)O[C@H]2[C@@H](O)[C@H](n3ccc(=O)[nH]c3=O)O[C@@H]2CO)c(OC)c1 | · | · | -13%[23.9 µM] | 11 | · | · | 2%[27.3 µM]
O=C(Nc1nnc(S(=O)(=O)N2CCCCC2)s1)c1ccc(F)cc1 | · | · | 1% | 3 | 8% | · | ·
Cc1ccc2c(c1)c(CC(=O)Nc1ccc(C)c(F)c1)c(C(=O)O)n2C | · | · | 2% | -12 | 52%[activator] | · | ·
COCCN1CCC2(C1)CN(C)c1ccc(C(=O)Nc3ccc(F)cc3)cc12 (stereo not given) | ? | 2.8µM* | -7%[87.6 µM] | 10 | -2%[87.6 µM] | 79µM* | -28%[88.5 µM]
CCC1CN(C(=O)NCc2ccccc2)c2cc(C)ccc2O1 (stereo not given) | · | · | 10% | 1 | -7% | · | ·
CN1CC(=O)N2CCN(C(=O)NC34CC5CC(CC(C5)C3)C4)CC2C1=O (stereo not given) | 2% | 8% | 1% | 0 | ? | 4% | ?
Oc1ccccc1CN1CC(CNc2cccnc2)C2(C1)CN(c1ccccc1)C2 (stereo not given) | ? | -12%[172 µM] | -15%[87.6 µM] | -2 | -24%[87.6 µM] | 63µM* | -20%[88.5 µM]
Cc1ccc(C)c(CN2CCn3nnc(-c4nc(-c5ccsc5)no4)c3C2=O)c1 | -28% | -11% | 9%[12.5 µM] | 5 | -12% | -23% | i
CN1Cc2ccc(Nc3ccccc3)nc2C(C)(C(=O)NCCc2cnc[nH]2)C1 (stereo not given) | -22%[138 µM] | -3%[172 µM] | -21%[87.6 µM] | 22 | -2%[87.6 µM] | ? | -5%[88.5 µM]
CC(C)CCN1CCn2c(nnc2C2CCCNC2)C1 (stereo not given) | -13%[138 µM] | -20%[172 µM] | -14%[87.6 µM] | -3 | 21%[87.6 µM] | -12%[172 µM] | 1%[88.5 µM]
CCOc1ccc(/C=C/c2nc3ccccc3n2S(=O)(=O)c2ccc(Br)cc2)cc1 | · | · | -7% | 16 | ? | · | ·
O=C1Nc2ccc(-c3ccccc3F)cc2C(=O)N2CCN(C(=O)c3ccco3)C[C@@H]12 | ? | -9%[172 µM] | 0%[87.6 µM] | -1 | -8%[87.6 µM] | ? | 0%[88.5 µM]
c1ccc(-c2noc(-c3nc(-c4ccc5c(c4)OCO5)no3)n2)cc1 | i | -11% | -1% | 4 | 2% | 5% | 2%
CCCCS(=O)(=O)c1oc(-c2ccc(F)cc2)nc1S(=O)(=O)c1ccccc1 | · | · | 14µM* | -13 | ? | · | ·
COc1ccccc1CNC(=O)CN1C(=O)CSc2ccc(S(=O)(=O)N(C)C)cc21 | · | · | -10% | 1 | -7% | · | ·
CN(C)CCNC(=O)C1CCN(c2ncnc3c2nc2n3CCCCC2)CC1 | · | · | -16% | 0 | 26% | · | ·
C[C@H]1[C@@H]2[C@@H](O)C([C@H](C)C(=O)N(C)CCC#N)CC[C@@]2(C)CC[C@@H]1NC(=O)C1CCCCC1 (stereo not given in full) | -11% | 1% | -1% | -9 | -2% | i | -11%
Cc1ccc(C(=O)N/C(=C\c2ccc(Cl)cc2)C(=O)NC2CCCCC2)cc1 | · | · | -8% | 22 | -28% | · | ·
COc1ccccc1CNC(=O)CC1CCCN(c2cnn(CC3CC3)c(=O)c2)C1 (stereo not given) | ? | 12% | -6% | 11 | -18% | ? | i
COCCN1CC2CN(C(=O)CCCc3ccccc3)CC(C1)O2 | -6% | -4% | 7% | -12 | 9% | -3% | i
